Bioassay records as filed in PubChem.
CRFBP-R2 block: antagonists of CRF-binding protein/CRF-R2 receptor complex. HEK293 CRF-R2/CRF-BP, CRF-induced calcium fluorescence. inhibition, % at 11.8 µM. hit rate 0.59% among 350,000. AID 588475;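 active = inhibition of the ligand-induced calcium signal above about 50% at the single tested concentration, limit read from the data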
IDE cell inh: inhibitors of human insulin-degrading enzyme in cells. HEK cells, FAbetaB cleavage, fluorescence polarization. P14735. AID 434962. inhibition, % at 5.59 µM. hit rate 0.41% among 320,000;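 active = percent inhibition above the average of all tested compounds plus 3 SD, set per screening campaign, cut at about 16% in these data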;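 also: IDE supplied by intact live HEK cells; FP after avidin binding of uncleaved biotin substrate so inhibition keeps polarization high; 0% = DMSO wells and 100% = 60 µM reference IDE inhibitor Ii1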
Target sequence (P14735 whole entry, looked up): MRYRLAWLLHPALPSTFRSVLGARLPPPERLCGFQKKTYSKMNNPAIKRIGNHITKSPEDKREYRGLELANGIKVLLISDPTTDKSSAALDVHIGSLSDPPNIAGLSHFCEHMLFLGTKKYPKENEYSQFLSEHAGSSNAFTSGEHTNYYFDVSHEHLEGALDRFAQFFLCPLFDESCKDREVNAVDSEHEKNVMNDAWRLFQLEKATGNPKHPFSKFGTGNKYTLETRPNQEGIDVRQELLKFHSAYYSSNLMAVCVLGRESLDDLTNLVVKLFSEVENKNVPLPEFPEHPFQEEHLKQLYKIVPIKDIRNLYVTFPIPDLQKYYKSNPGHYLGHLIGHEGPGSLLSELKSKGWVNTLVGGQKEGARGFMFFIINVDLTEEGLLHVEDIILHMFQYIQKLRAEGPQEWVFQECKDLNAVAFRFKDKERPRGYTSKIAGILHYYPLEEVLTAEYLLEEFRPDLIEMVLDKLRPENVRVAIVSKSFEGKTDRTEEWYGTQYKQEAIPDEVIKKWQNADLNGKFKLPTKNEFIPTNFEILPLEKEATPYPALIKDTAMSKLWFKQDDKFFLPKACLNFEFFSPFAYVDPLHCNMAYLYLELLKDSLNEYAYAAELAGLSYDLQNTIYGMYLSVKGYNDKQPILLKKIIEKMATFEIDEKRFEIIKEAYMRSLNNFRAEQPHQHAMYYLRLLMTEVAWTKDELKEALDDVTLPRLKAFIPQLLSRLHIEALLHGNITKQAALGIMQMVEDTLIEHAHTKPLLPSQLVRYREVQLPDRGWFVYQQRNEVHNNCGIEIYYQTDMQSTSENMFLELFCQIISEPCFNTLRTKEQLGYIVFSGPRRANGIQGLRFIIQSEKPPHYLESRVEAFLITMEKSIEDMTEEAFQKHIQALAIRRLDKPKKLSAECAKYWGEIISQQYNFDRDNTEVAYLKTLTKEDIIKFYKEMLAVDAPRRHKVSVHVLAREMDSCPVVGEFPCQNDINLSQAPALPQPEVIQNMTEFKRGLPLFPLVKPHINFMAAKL
CHRM4 agonist: CHRM4 agonism in calcium assay; CHO-K1 hM4/Gqi5, Fluo-8 calcium fluorescence; vehicle 0%, full acetylcholine response 100%; activation, % at 3 µM; hit rate 0.14% among 360,000; AID 624127;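 active = activation above the run mean over all test wells plus 3 SD, cut at about 32% in these data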;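 also: peak over basal fluorescence ratio per well then scaled between controls; 0% = DMSO wells and 100% = acetylcholine at EC100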
CHRM5 PAM: potentiates acetylcholine response at human M5 receptor; P08912; hit rate 0.3% among 360,000; CHO-K1 hM5, Fluo-8 calcium, ACh EC20 PAM; 0% = ACh EC20, 100% = ACh EC100; activation, % at 3 µM; AID 624038;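 active = activation above the run cutoff, the mean activation of all test compounds plus 3 SD, cut at about 18% in these data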
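Probe or stimulus: acetylcholine, EC20 level; Assay system: human M5 receptor in CHO-K1 cells; Schedule: compound preincubation 140 s before EC20 acetylcholine addition; Technique: intracellular calcium via Fluo-8 fluorescence; Dosing: single-point, 3 µM nominal; Read-out basis: percent activation from peak-over-basal fluorescence ratio, scaled EC20-to-EC100 acetylcholine; Repeats: one well per compound, no replicates.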
CHRM4 PAM: potentiates acetylcholine response at human M4 receptor. activation, % at 3 µM. CHO-K1 hM4/Gqi5, Fluo-8 calcium fluorescence, ACh EC20; 0% = ACh EC20, 100% = maximal ACh. hit rate 0.4% among 360,000. AID 624126;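 active = activation above its plate's cutoff, the mean activation of sample wells plus 3 SD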; also: some results filed as inactive read as strong as hits
CRFBP-R2 agonist: agonists of human CRF-binding protein/CRF-R2 receptor complex | activation, % at 13.2 µM | hit rate 0.46% among 350,000 | AID 588473 | HEK293 CRF-R2/CRF-BP, calcium dye fluorescence (FLIPR); percent of saturating CRF peptide response;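 active = activation of at least 50%, plus an integration ratio under a set limit after plate pattern correction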;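 also: plate controls were neutral control wells without compound for no effect and CRF at EC100 for full effect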
CHRM5 antagonist: antagonists of human muscarinic M5 receptor (CHRM5); P08912; CHO-hM5 cells, Fluo-8 calcium fluorescence, ACh EC80; inhibition, % at 3 µM; hit rate 0.59% among 360,000; AID 624040;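 active = inhibition above a per-plate cutoff, the mean of that plate's test compounds plus 3 SD, cut at about 27% in these data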;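 also: 0% = acetylcholine EC80 with DMSO and 100% = DMSO without agonist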
CHRM4 antagonist: antagonists of human muscarinic M4 receptor (CHRM4). P08173. CHO-hM4 cells, ACh EC80, Fluo-8 calcium fluorescence. inhibition, % at 3 µM. hit rate 0.73% among 360,000. AID 624125;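 active = inhibition above its plate's cutoff, the mean inhibition of sample wells plus 3 SD, cut at about 27% in these data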;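 also: 0% = acetylcholine EC80 with DMSO and 100% = DMSO without agonist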
M5 ag: CHRM5 agonism in calcium assay | P08912 | CHO-K1 hM5 cells, Fluo-8 calcium fluorescence; 0% DMSO wells, 100% maximal acetylcholine response | activation, % at 3 µM | hit rate 0.19% among 360,000;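 active = activation above the run's mean over test compounds plus 3 SD, cut at about 23% in these data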;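 also: signal is peak over basal fluorescence ratio across the kinetic read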
Active calls of the source: *; / = no result given. Random draw from the library. About 2.9% of those tested had a hit in this group.

SMILES	CRFBP-R2 block	IDE cell inh	CHRM4 agonist	CHRM5 PAM	CHRM4 PAM	CRFBP-R2 agonist	CHRM5 antagonist	CHRM4 antagonist	M5 ag
O=C(OCCN1C(=O)c2ccccc2C1=O)[C@@H]1CC(O)CN1S(=O)(=O)c1ccccc1[N+](=O)[O-] (some centres not stated)	16	-1	3	3	3	0.1	-5	-3	4
COc1cccc(NC(=O)CN(C)C(=O)c2ccc(NC(=O)CC3SC(N4CCCCC4)=NC3=O)cc2)c1 (configuration not stated)	-1	-5	0	2	-1	1.1	5	4	1
O=C1C(=O)N(Cc2ccncc2)C(c2ccccc2F)/C1=C(\O)c1ccc2c(c1)OCCO2 (configuration not stated)	4	7	1	2	2	-0.7	-16	-16	-6
COc1ccc(S(=O)(=O)N2CCC(C(=O)N3CCN(c4ccccc4OC)CC3)CC2)cc1	4	8	11	-6	-5	0.1	9	5	4
CCOc1ccc(CSC(=N)N)cc1Cl	-7	6	5	-3	-7	5.0	7	7	0
O=C(Nc1ccc(Cc2ccncc2)cc1)C1CC1	20	-3	1	-4	4	-0.1	6	0	2
CC(O)(c1ccc(F)c(F)c1)c1nc(/C=C/c2ccccc2)cs1 (configuration not stated)	/	/	1	-4	0	/	1	-7	0
CC12COC3(P(=O)(c4ccccc4)c4ccccc4)CC1CCC23CP(=O)(c1ccccc1)c1ccccc1 (configuration not stated)	7	3	0	6	-2	0.3	0	9	4
O=C(Cn1nnc(-c2ccccc2NC(=O)c2cccs2)n1)Nc1ccccc1	9	3	2	21*	5	3.8	0	-11	-1
COc1ccc(CNC(=O)C2CCN(S(=O)(=O)c3c(C)noc3/C=C/N(C)C)CC2)cc1	-8	1	2	7	8	1.4	-24	-13	-1
CCCC#Cc1ccc2c(c1)O[C@@H](CN(C)Cc1ccc3c(c1)OCO3)[C@H](C)CN([C@@H](C)CO)S2(=O)=O	18	/	-1	2	-7	12	5	3	0
Cc1cccc(NC(=S)NC(=O)C(c2ccccc2)c2ccccc2)n1	10	-6	-1	-8	-4	5.0	-7	-3	-5
CC(C)Nc1nnc(SCC(=O)NCc2ccc3c(c2)OCO3)s1	-9	0	0	-2	-9	-1.5	0	8	-1
Cc1ccc(S(=O)(=O)c2nc(-c3cccs3)oc2NCCCN(C)C)cc1	-10	5	1	-3	2	1.4	0	-5	-3
CCc1c(O)nc(SCC(=O)Nc2nc3ccccc3s2)n(-c2ccccc2)c1=O	-9	2	0	13	-1	-0.4	2	-3	3
CCOc1ccccc1N(CC(=O)Nc1ccc(OC)cc1)S(=O)(=O)c1ccccc1	7	-1	2	-6	-3	0.0	2	5	9
COc1cccc(N2CCN(C(=O)Nc3ccc4c(c3)NC(=O)CO4)CC2)c1	11	-2	6	-8	-7	-1.0	12	12	1
Cc1ccc(S(=O)(=O)N2CCN(C(=O)CN3CCN(C)CC3)C2)cc1	-7	-1	0	3	-6	-0.6	-6	6	0
CCOC(=O)C1(C)NC(c2ccc(O)cc2)C2C(=O)N(c3ccccc3)C(=O)C21 (configuration not stated)	0	-3	0	0	-4	-0.1	9	-1	0
CSc1cccc(NC(=O)CCNC(=O)c2ccco2)c1	-1	3	1	1	-4	0.5	3	7	11
CC(Sc1ccccc1)C(=O)NCCc1ccccc1 (configuration not stated)	3	6	-1	-4	-5	-4.3	5	10	-3
N/C(=N\OC(=O)c1cccc(Cn2cc(C(F)(F)F)ccc2=O)c1)c1ccccc1	-8	1	7	-20	-13	0.7	16	21	5
O=C(c1ccc(Cl)cc1)c1c[nH]c(C(=O)NNc2cccc(Cl)n2)c1	-62	2	1	6	5	25	-2	-4	1
COc1ccc(C(=O)NCCOc2ccccc2)cc1S(=O)(=O)N1CCOCC1	10	-1	1	1	-1	4.0	10	6	0
Cc1c(/C=C2\SC(=O)N(CC(=O)Nc3ccc4c(c3)OCO4)C2=O)c2ccccc2n1C	-7	-3	2	-3	6	-0.4	14	2	1
Cc1ccccc1OCc1nnc(SCC(=O)Nc2ccc3nc(SCC(=O)NC(C)(C)C)sc3c2)n1C	7	5	3	-10	-3	-0.4	0	8	0
COC(=O)C1=C(C)NC(C)=C(C(=O)OCC2CCCO2)C1c1ccc(Cl)c([N+](=O)[O-])c1 (configuration not stated)	/	6	3	-1	-2	/	5	5	-6
O=C(CCCCl)Oc1ccc2cc(-c3ccc4ccccc4n3)c(=O)oc2c1	-94	37*	2	-4	-1	106*	-8	-3	-1
COc1ccc(CCN2C(=S)N(c3ccccc3)C(=O)C2CC(=O)O)cc1OC (configuration not stated)	4	-4	1	-4	8	2.8	10	-17	-1
CC(=O)N(C(C)=O)c1ncnc2c1c(-c1ccc(Cl)cc1)nn2C(C)(C)C	0	2	-2	-5	-13	-0.4	12	13	-9
CC1=NN(C(C#N)c2ccccc2)C(C)(C)C1 (configuration not stated)	32	4	1	0	-4	-2.1	5	0	0
Cc1cc(/C=N/NC(=O)C(=O)NCc2ccccn2)c(C)n1-c1cccc(Br)c1	-6	7	4	3	-7	-1.0	-6	-9	-2
c1ccc2[nH]c(CSc3nccs3)nc2c1	-12	5	0	3	9	-1.2	-2	-2	1
CCOc1cc(-c2nc(C)c(C(C)=O)n2O)ccc1OCC(=O)Nc1cccc(C)c1	-6	1	3	0	-4	-0.8	5	-1	3
COC(=O)c1c(C(=O)OC)c(-c2cccc(C)c2)n2c1CS(=O)(=O)C2	8	-4	0	0	-2	0.0	1	9	-3
CN1CC(c2ccccc2Cl)C2(COc3ccccc3C2=O)C12C(=O)Nc1ccccc12 (configuration not stated)	7	10	-1	-8	-8	-2.2	-1	-18	-2
O=C(Nc1ccncc1)c1ccc(Cl)cc1	1	1	2	2	2	0.5	4	3	-1
CCOC(=O)c1cccc(NC(=O)c2cc3ccccc3o2)c1	-1	/	5	-11	-1	-0.5	13	-12	-5
COc1cccc(NC(=O)N(C)C[C@@H]2OCc3cnnn3CCCC(=O)N([C@@H](C)CO)C[C@H]2C)c1	-28	/	0	-3	-2	1.7	5	-2	1
CN1CCC(=O)N(CCSc2ccccc2)CC1	5	0	-1	3	12	-0.2	5	-3	0
COc1ccccc1-c1ccc(SCC(=O)Nc2cc(C)on2)nn1	12	1	0	4	7	-5.5	-1	-12	1
COCCn1c(N2CCCC2)nc2c1c(=O)[nH]c(=O)n2C	-4	-5	1	0	-3	1.5	4	2	9
CCOC(=O)N1CCN(C(=O)Cc2ccc(C)cc2)CC1	7	4	1	3	8	0.7	3	-3	0
Cc1c(NS(=O)(=O)c2ccc3[nH]c(=O)[nH]c3c2)c(=O)n(-c2ccccc2)n1C	-24	7	0	7	7	3.6	-9	-11	-2
COc1ccc(-c2cc(NC=O)c3ncc(-c4cccc(C(=O)NCCN(C)C)c4)n3c2)c(OC)c1	/	/	0	2	-3	/	0	-5	0
O=C(Nc1cccc(Cl)c1)OCCN1CCN(Cc2ccccc2)CCC1=O	3	0	15	-18	-9	-2.1	15	8	4
Cc1cc(C)c(C(=O)COC(=O)CCn2c(C)csc2=O)cc1C	6	2	3	-1	-5	1.2	8	-3	0
CNC(=O)c1sc(N2N=C3/C(=C\c4ccccc4)CCCC3C2c2ccccc2)nc1C (configuration not stated)	-38	/	3	1	0	43	5	-8	5
Cc1ccc(NC(=O)c2cn(-c3cccc(C)n3)cn2)cc1	10	12	0	6	0	-1.6	-9	-9	5
COc1ccc(S(=O)(=O)NCC2CCCN(Cc3ccc(OC)cc3F)C2)cc1 (configuration not stated)	-10	-3	3	6	-6	0.9	8	-7	-6
O=C1CC(c2ccccc2)=Nc2ccc(Br)cc2N1	1	6	0	3	8	2.0	-3	-8	0
CCOC(=O)C1(Cc2cccc(OC)c2)CCN(C(C)CC(C)(C)O)CC1 (configuration not stated)	7	7	1	0	-6	-0.6	12	-2	-8
CC(=O)Nc1ccc(S(=O)(=O)NCCSCc2ccc(Cl)cc2Cl)cc1	-3	2	16	-12	-11	0.0	5	-2	-1
CCCCOC(=O)CSc1nc(N)c(C#N)c(-c2ccc(OCC)cc2)c1C#N	-5	0	0	0	-4	4.2	6	9	-1
CCOc1ccc2nc(NCCNC(=O)C(C)C)c(C)cc2c1	-9	-3	1	1	3	-0.2	-1	4	-2
O=C(Nc1ccncc1)c1cc(F)cc(F)c1	-6	3	3	4	10	-2.5	-10	-18	-1
CC(C)NC(=O)C1(C)CSCC(=O)N1Cc1cccc(F)c1 (configuration not stated)	/	/	1	10	16	/	-10	-15	0
Cc1ccccc1-n1nc(C)c2cc(C(=O)NCc3cccnc3)sc21	-17	-4	1	-5	-2	2.0	8	9	0
O=C(Nc1cccc(C(F)(F)F)c1)c1sc(Cl)nc1C(F)(F)F	5	-2	11	-7	-11	0.5	10	2	4
COc1ccccc1N1CCN(C(c2ccccn2)c2nnnn2C2CCCCC2)CC1 (configuration not stated)	-10	-2	3	-12	-6	-0.8	1	1	-8

4 of the compounds above, with values ahead of the structure:
| CRFBP-R2 block | IDE cell inh | CHRM4 agonist | CHRM5 PAM | CHRM4 PAM | CRFBP-R2 agonist | CHRM5 antagonist | CHRM4 antagonist | M5 ag | molecule |
| --- | --- | --- | --- | --- | --- | --- | --- | --- | --- |
| 1 | 6 | 0 | 3 | 8 | 2.0 | -3 | -8 | 0 | O=C1CC(c2ccccc2)=Nc2ccc(Br)cc2N1 |
| 7 | 7 | 1 | 0 | -6 | -0.6 | 12 | -2 | -8 | CCOC(=O)C1(Cc2cccc(OC)c2)CCN(C(C)CC(C)(C)O)CC1 (configuration not stated) |
| -3 | 2 | 16 | -12 | -11 | 0.0 | 5 | -2 | -1 | CC(=O)Nc1ccc(S(=O)(=O)NCCSCc2ccc(Cl)cc2Cl)cc1 |
| -5 | 0 | 0 | 0 | -4 | 4.2 | 6 | 9 | -1 | CCCCOC(=O)CSc1nc(N)c(C#N)c(-c2ccc(OCC)cc2)c1C#N |

More results follow:
SMILES	CRFBP-R2 block	IDE cell inh	CHRM4 agonist	CHRM5 PAM	CHRM4 PAM	CRFBP-R2 agonist	CHRM5 antagonist	CHRM4 antagonist	M5 ag
CCOC(=O)CNC(=O)CSc1ncccc1-c1nc2ccccc2[nH]1	-1	-1	1	2	2	3.0	13	1	-3
Cc1ccc(C)c(OCC(O)CN2CCCCC2C)c1 (configuration not stated)	-11	-2	1	-5	4	1.9	10	-3	-7
Cc1c(C(=O)Oc2cc(N)n(S(C)(=O)=O)n2)cccc1[N+](=O)[O-]	-23	-1	0	-3	2	0.6	3	-5	0
Cc1ccc(-c2nnc(SCCC(=O)N3CCOCC3)o2)cc1	-1	-3	3	6	-2	-1.5	4	-3	-1
O=C(Cn1ncc2c(=O)oc3ccccc3c21)NCC1COc2ccccc2O1 (configuration not stated)	-9	2	2	-6	1	-1.8	10	2	4
Cc1ccc(-c2nn(CC(=O)NN3CCOCC3)c(=O)c3ccccc23)cc1	-8	2	0	4	-4	-2.4	-4	0	2
Cc1ccc(N(CC(=O)NCC(O)c2ccccc2)S(=O)(=O)c2ccc(C)cc2)cc1 (configuration not stated)	-3	3	2	14	0	-1.1	-12	-16	-2
CCOC(=O)Cc1nnc(NC(=O)C2CCCCC2)s1	-57	1	0	-1	-3	-1.2	-4	-5	3
COc1ccc(NC(=O)COC(=O)C2CC(=O)N(CCc3ccc(OC)c(OC)c3)C2)cc1Cl (configuration not stated)	1	-3	7	3	14	-0.9	6	-7	-1
